Bioassay records (PubChem BioAssay)
ARFGAP1 inh: inhibitors of rat ARFGAP1 GAP activity, primary screen, biochemical, fluorescence polarization, GDP tracer. Arfgap1-stimulated ARF1 GTP hydrolysis, GDP FP detection. inhibition, % at 16.5 µM. AID 651572, 2012. 360,000 tested, 0.26% active;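 active = inhibition above a per-plate limit, mean inhibition of low control wells plus 3 SD, cut at about 25% in these data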;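 note: 0% = DMSO wells with enzyme and 100% = wells lacking Arfgap1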
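Material: rat Arfgap1 GAP domain (His6, aa 1-136), purified enzyme. Also added: human ARF1(Δ1-17)-GTP substrate. Compound dosing: 16.5 µM single point, 1.26% DMSO. Timing: enzyme reaction 120 min at 25 °C after 20 min preincubation. Signal: GDP detection by fluorescence polarization. Read-out basis: percent inhibition of GAP-stimulated GDP formation, scaled between DMSO and no-Arfgap1 medians.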
Tn6 DDE FP: inhibitors of Tn6 peptide binding to fibrin DD(E), primary screen, biochemical, fluorescence polarization, human fibrin, Tn6 probe; Fibrinogen beta chain (Homo sapiens), P02675; Fibrin DD(E) TRITC-Tn6 fluorescence polarization displacement; inhibition, % at 8.3 µM; 370,000 tested, 0.21% active;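 active = inhibition above a per-campaign cutoff: mean of compounds within control limits plus 3 SD, cut at about 15% in these data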;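 note: 0% = median of all compound wells on the plate and 100% = blocking peptide control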
GC-A act: GC-A stimulated cGMP production enhancers – HEK293 GC-A cells, cGMP TR-FRET, EC30 ANP, primary screen | 370,000 tested, 0.14% active | Atrial natriuretic peptide receptor 1 (Homo sapiens), P16066 | activation, % at 10 µM | 0% at EC30 ANP, 100% saturating ANP; in the data active = activation above about 40%
Target sequence (P16066 whole entry, looked up): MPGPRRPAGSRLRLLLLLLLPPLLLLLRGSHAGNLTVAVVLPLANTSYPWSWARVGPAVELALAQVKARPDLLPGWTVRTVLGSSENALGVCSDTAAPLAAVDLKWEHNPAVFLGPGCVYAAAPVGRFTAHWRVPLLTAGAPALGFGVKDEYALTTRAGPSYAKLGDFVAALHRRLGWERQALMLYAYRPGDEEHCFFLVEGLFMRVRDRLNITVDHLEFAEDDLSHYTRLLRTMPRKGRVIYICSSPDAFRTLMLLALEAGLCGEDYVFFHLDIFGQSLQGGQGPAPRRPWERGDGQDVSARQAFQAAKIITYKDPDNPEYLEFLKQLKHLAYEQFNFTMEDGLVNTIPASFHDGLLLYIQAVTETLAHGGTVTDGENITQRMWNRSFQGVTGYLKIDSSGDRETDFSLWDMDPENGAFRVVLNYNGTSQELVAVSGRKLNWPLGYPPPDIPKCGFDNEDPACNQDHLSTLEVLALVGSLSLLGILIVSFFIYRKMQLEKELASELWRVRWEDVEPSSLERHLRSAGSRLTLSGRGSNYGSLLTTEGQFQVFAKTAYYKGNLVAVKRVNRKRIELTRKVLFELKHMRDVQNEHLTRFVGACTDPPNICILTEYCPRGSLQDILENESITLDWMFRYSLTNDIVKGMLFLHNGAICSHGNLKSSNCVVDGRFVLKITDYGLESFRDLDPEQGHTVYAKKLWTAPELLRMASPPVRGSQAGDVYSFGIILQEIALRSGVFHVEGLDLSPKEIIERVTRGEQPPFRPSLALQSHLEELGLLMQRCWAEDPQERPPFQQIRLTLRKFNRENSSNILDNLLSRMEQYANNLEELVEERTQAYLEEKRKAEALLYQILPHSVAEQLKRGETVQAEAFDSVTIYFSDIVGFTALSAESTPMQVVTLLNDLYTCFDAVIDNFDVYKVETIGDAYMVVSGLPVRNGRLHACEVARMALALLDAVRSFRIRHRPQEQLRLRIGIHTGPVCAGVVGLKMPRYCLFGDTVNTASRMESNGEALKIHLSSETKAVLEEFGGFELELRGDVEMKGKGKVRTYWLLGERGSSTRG
FXN GAA850 act: FXN promoter activators, primary screen, cell-based, luciferase luminescence, HEK293 lucGAA850; HEK293 lucGAA850 FXN promoter luciferase reporter, 24 h; percent of 10 µM SAHA response; activation, % at 6 µM; 360,000 tested, 0.56% active;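 active = activation above the average of all compounds screened plus 3 SD, cutoff fixed separately per campaign, cut at about 7.5% in these data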;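 note: 0% = DMSO wells and 100% = 10 µM SAHA wells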
rCAG RNA binder: binders of r(CAG) RNA repeats, primary screen, biochemical, fluorescence; inhibition, % at 3 µM; r(CAG) RNA repeat, TO-PRO-1 dye displacement fluorescence; 370,000 tested, 1.3% active;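 active = inhibition above the plate cutoff, the mean of all test compounds on that plate plus 3 SD, cut at about 35% in these data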;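 note: 0% = DMSO alone and 100% = 100 µM mitoxantrone as full dye displacement; higher means more dye released from RNA so lower well fluorescence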
ADAM10 inh: human ADAM10 inhibitors, primary screen, biochemical, QFRET, HTS | Disintegrin and metalloproteinase domain-containing protein 10 (Homo sapiens), O14672 | recombinant ADAM10, EDANS/DABCYL FRET peptide cleavage, 3 h | inhibition, % at 7 µM | 370,000 tested, 0.62% active | AID 720582, 2013;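 active = inhibition above a per-campaign cutoff equal to the mean of compounds falling between control-based bounds plus 3 SD, cut at about 20% in these data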;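 note: 0% = DMSO wells while the 100% control is not disclosed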
ASAP1 inh: inhibitors of human ASAP1 ArfGAP activity, primary screen, biochemical, fluorescence polarization; ASAP1-stimulated ARF1 GTP hydrolysis, GDP FP detection; 360,000 tested, 0.19% active; inhibition, % at 16.5 µM; in the data active = inhibition above about 25%;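 note: 0% = vehicle with enzyme and substrate and 100% = no enzyme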
proKLK7 act: proKLK7 zymogen activators, primary screen, biochemical, fluorescence intensity; purified proKLK7, EDANS-DABCYL substrate fluorescence; 100% is mature enzyme control, 0% vehicle; 370,000 tested, 0.9% active; activation, % at 7 µM;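 active = activation above the mean of all tested compounds plus 3 SD, computed per campaign excluding outliers beyond control limits, cut at about 13% in these data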
HGIII-sPLA2 inh: human group III sPLA2 inhibitors, primary screen, biochemical, QFRET, BODIPY PC-A2 liposome substrate. AID 743126, 2013. QFRET BODIPY PC-A2 liposome hydrolysis, fluorescence. 370,000 tested, 0.56% active. inhibition, % at 12.2 µM;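 active = inhibition above mean plus 3 SD of compounds lying within the high and low control bounds, cut at about 19% in these data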;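 note: 0% = median of test compound wells and 100% = no enzyme DMSO wells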
NPR2 activator: human GC-B receptor activators, primary screen, HEK293 GC-B cells, cGMP TR-FRET, EC30 CNP. activation, % at 10 µM. Atrial natriuretic peptide receptor 2 (Homo sapiens), P20594. 370,000 tested, 0.11% active. 0% at EC30 CNP, 100% saturating CNP;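 active = activation at 10 µM reaching about 35% in either raw or pattern-adjusted values, limit read from the data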
* hit, by the source's call; x = not tested or not shown.

Start of the data: the first three records, ahead of the listing:
SMILES	ARFGAP1 inh	Tn6 DDE FP	GC-A act	FXN GAA850 act	rCAG RNA binder	ADAM10 inh	ASAP1 inh	proKLK7 act	HGIII-sPLA2 inh	NPR2 activator
O=C(COc1ccc(Cl)cc1Cl)NCCCCc1ccccc1	-6	-6	-2	-2.3	-1	17	-5	0.0	-11	2
CN(CC(=O)Nc1ccc(F)cc1)C(=O)COC(=O)COc1ccc(C#N)cc1	-8	1	-3	-0.1	-1	-5	-1	-0.6	11	-4
C=CCSc1nnc(-c2cc3c(C(F)(F)F)nn(C)c3s2)n1C	-11	2	1	-1.0	-2	1	-2	-0.7	-4	-6

Results, previewed entries included:
SMILES	ARFGAP1 inh	Tn6 DDE FP	GC-A act	FXN GAA850 act	rCAG RNA binder	ADAM10 inh	ASAP1 inh	proKLK7 act	HGIII-sPLA2 inh	NPR2 activator
O=C(COc1ccc(Cl)cc1Cl)NCCCCc1ccccc1	-6	-6	-2	-2.3	-1	17	-5	0.0	-11	2
CN(CC(=O)Nc1ccc(F)cc1)C(=O)COC(=O)COc1ccc(C#N)cc1	-8	1	-3	-0.1	-1	-5	-1	-0.6	11	-4
C=CCSc1nnc(-c2cc3c(C(F)(F)F)nn(C)c3s2)n1C	-11	2	1	-1.0	-2	1	-2	-0.7	-4	-6
O=C(C[n+]1ccc(C(=O)c2ccccc2)cc1)Nc1ccccc1OC(F)F	-14	13	3	-1.0	9	-6	-5	0.3	-34	0
CCCNC(=O)Nc1cc(S(=O)(=O)CC)ccc1O	3	-2	-4	0.6	0	5	-7	0.3	2	3
CCCCC(NC(=O)Cc1c(C)c2cc3c4c(oc3cc2oc1=O)CCCC4)C(=O)O (stereo not drawn)	-5	-7	0	3.2	30	-210	-3	-13	-10	0
COc1cccc(C(=O)NCC(=O)OCC(=O)NC2CCCCC2)c1	2	3	-1	1.3	-1	-7	6	-0.2	5	6
Cn1cc(C(c2ccccc2OCC(=O)O)c2cn(C)c3ccccc23)c2ccccc21	9	-4	-8	2.1	12	-1	-2	-0.3	-7	-9
CC(C)OC(=O)C1C(=O)CC(C)(O)C(C(=O)OC(C)C)C1c1ccc([N+](=O)[O-])cc1 (stereo not drawn)	16	-2	-1	0.4	-8	-2	14	-0.1	-8	-7
Cc1ccc(S(=O)(=O)CC(=O)Nc2nccs2)cc1	5	1	1	-0.1	-1	-10	-3	0.0	1	-3
COc1ccccc1-c1nnc(SCC(=O)Nc2cc(C)on2)o1	-1	6	1	-0.2	-3	-3	-9	-0.9	-4	-10
Cc1ccc(S(=O)(=O)Nc2ccc(Br)cc2/C=N/n2cnnc2)cc1	-19	1	4	1.6	45*	0	-2	-5.8	-6	-1
Fc1cccc(CN2CCN(c3ncccn3)CC2)c1	10	5	6	-0.4	-4	-4	-11	-0.1	1	0
NC(=O)COc1cccc(/C=N/NC(=O)c2ccc(-n3cccc3)cc2)c1	9	-1	-4	-1.9	5	3	-22	0.1	-6	-6
C=CCn1c(=O)c2c(nc3n2CCCN3CCc2ccccc2)n(C)c1=O	2	-4	5	1.5	-5	7	3	0.2	15	8
CCC(C)(C)n1nnnc1C(c1ccc(OC)cc1)N1CCN(C(=O)c2ccco2)CC1 (stereo not drawn)	-9	2	-1	0.8	-6	-1	10	-0.1	0	-7
CCc1nc2c(OCc3ccc(F)c(F)c3)cccn2c1N(C)C(=O)c1ccncc1	11	7	0	-2.4	1	-7	-6	0.1	3	4
CC1(C)Cc2cccc(OCC(=O)Nc3ccccc3N3CCOCC3)c2O1	6	-3	2	-0.3	1	-4	0	-0.6	6	-1
CCc1nc2c(OCc3cc(Cl)cc(Cl)c3)cccn2c1N(C)C(=O)CC(C)C	3	11	-12	-3.1	-1	-3	9	0.4	2	-6
CC(=O)Nc1ccc(SC(Sc2ccc(NC(C)=O)cc2)c2ccccc2)cc1	30*	-4	-3	1.6	6	0	16	0.5	-13	-1
Cc1ccc(S(=O)(=O)N2CCC(C(=O)OC(C)C(=O)NCc3ccccc3)CC2)cc1C (stereo not drawn)	-7	-2	-3	2.4	0	15	9	0.5	-12	-1
COc1cc(CNc2ncn[nH]2)ccc1OCC(=O)NC(C)(C)C	0	7	2	-0.8	-1	0	-8	0.3	0	2
Cc1ccc(C(=O)NCc2nnc(SCC(=O)Nc3sc4c(c3C#N)CCCC4)n2C)cc1	25*	0	-1	4.9	10	6	1	0.0	-26	-12
COc1ccc(CNC(=O)CSc2nnnn2-c2ccc(O)cc2)cc1	-2	6	-4	-1.2	0	5	4	0.0	-10	0
CCCc1cc(-c2[nH]ncc2-c2ccc3c(c2)OCCCO3)c(O)cc1OC	1	-5	1	x	4	18	12	-0.2	-27	-4
SMILES	ARFGAP1 inh	Tn6 DDE FP	GC-A act	FXN GAA850 act	rCAG RNA binder	ADAM10 inh	ASAP1 inh	proKLK7 act	HGIII-sPLA2 inh	NPR2 activator
Nc1c(C(=O)NCCc2ccc(Cl)cc2)sc2ccc(S(=O)(=O)N3CCCCC3)cc12	-5	2	-4	x	11	-13	12	-10	-25	-1
CCN(CC(=O)NC)S(=O)(=O)c1ccc(Br)cc1	-3	-9	3	-0.2	-3	2	2	-0.2	-1	2
N/C(=N\OC(=O)CCc1ccccc1)c1ccc(Cl)cc1	4	-6	4	-0.9	-1	6	7	-0.3	-1	-2
COCCNC(=O)C1(C(F)(F)F)CC(CCCO)CCCO1 (stereo not drawn)	1	4	2	0.2	-1	-9	6	-0.6	-1	2
N=C1SCC(=O)N1c1ncc(Cc2cccc(Cl)c2)s1	8	-9	1	0.4	15	6	2	-0.4	-17	2
CCOC(=O)c1nn(-c2ccc(OCC)cc2)c2nc(-c3ccco3)c(C#N)c(=O)n12	4	3	5	1.1	1	-4	16	0.6	4	-6
Cc1cccc(OCCOCCN2CCNCC2)c1C	3	8	-5	1.8	1	-8	0	0.7	-2	-5
CC(C)CNC(=O)CSc1nnc2ccccn12	-2	-2	2	-0.2	0	1	7	0.8	0	0
O=C(Nc1cccc(F)c1)C1CCN(S(=O)(=O)c2cccc3nonc23)CC1	3	4	-6	-0.4	6	4	8	0.1	-6	-10
COc1cc(NC(=O)C2=C(N3CCOCC3)/C(=C\c3ccc(Br)cc3)CC2)cc(OC)c1OC	-2	-6	-4	2.0	6	8	14	1.0	-25	6
Cn1c(OCc2ccc3c(c2)OCO3)nc2c1c(=O)n(Cc1ccc(Cl)c(Cl)c1)c(=O)n2C	4	-7	0	-2.2	1	2	1	1.0	9	-8
CSCCC(NS(=O)(=O)c1ccc(Cl)cc1)C(=O)OCC(=O)NC12CC3CC(CC(C3)C1)C2 (stereo not drawn)	2	3	0	3.8	-2	3	0	0.1	-5	-2
O=C(Nc1cc(Oc2ccc(Cl)cc2)cc([N+](=O)[O-])c1)c1ccco1	9	2	18	1.8	7	0	-7	-0.3	2	4
O=C(Nc1nnc(C23CC4CC(CC(C4)C2)C3)s1)c1ccco1	7	2	4	2.7	-3	-2	9	0.2	7	0
CCn1ccnc1CN(C)Cc1cn(-c2cc(C)ccc2C)nc1-c1ccccc1	5	2	-3	1.4	-8	-6	8	0.2	-5	1
Cc1cccc(NC(=S)N=Nc2c(O)[nH]c3ccccc23)c1	5	-4	-1	-1.5	30	15	6	-0.6	20*	-3
COc1ccc(OC)c(CCNC(=O)CCc2cn(C)c3ccccc23)c1	5	4	-21	-0.5	-5	-4	-1	0.6	3	-4
CCOC(=O)c1c(NC(=O)Cc2ccccc2)sc2c1CCN(C)C2	6	0	2	1.8	-2	-16	3	-0.1	-6	9
O=C(NCCCN1CCOCC1)c1ccccc1NS(=O)(=O)c1ccc(F)cc1	-1	4	3	0.1	7	-19	0	0.1	-2	-1
O=[N+]([O-])c1ccc(N2CCCCC2)c(-c2nn[nH]n2)c1	9	2	5	0.1	-1	-13	6	-0.3	6	-2
CC(=O)c1oc2ccccc2c1NC(=O)COC(=O)c1ccc(-n2nc(C)cc2C)cc1	0	-8	-3	-0.2	5	-6	-1	-0.3	-2	-7
O=C(CN1C(=O)NC2(CCCCCC2)C1=O)N1CCC(Cc2ccccc2)CC1	7	-1	5	-2.6	-3	2	6	-0.5	-1	3
CCC(C(=O)N1CCN(S(=O)(=O)c2ccc(F)cc2)CC1)c1ccccc1 (stereo not drawn)	6	-8	-3	0.1	0	-2	3	-0.1	-8	1
Clc1ccc(CNc2ccccc2NCc2ccc(Cl)nc2)cn1	12	-2	12	-1.9	-1	-8	-6	0.1	4	15
O=C1N(S(=O)(=O)c2ccccc2F)C(=O)C2(CCCC2)N1S(=O)(=O)c1ccccc1F	7	7	3	-0.2	2	7	-4	0.5	-3	4
SMILES	ARFGAP1 inh	Tn6 DDE FP	GC-A act	FXN GAA850 act	rCAG RNA binder	ADAM10 inh	ASAP1 inh	proKLK7 act	HGIII-sPLA2 inh	NPR2 activator
O=[N+]([O-])c1cccc(S(=O)(=O)N2CCCCC2)c1	7	2	2	1.7	1	2	4	-0.1	0	6
CC1=NN(c2nc3ccccc3s2)C(O)(C(F)(F)F)C1 (stereo not drawn)	4	2	-4	0.5	-1	-13	0	-0.6	8	3
CC(=O)c1c(C)[nH]c(C(=O)COC(=O)CNS(=O)(=O)c2ccccc2)c1C	-7	5	-4	0.8	3	0	-3	0.8	-6	5
O=S(=O)(Nc1ccc(N2CCOCC2)cc1)c1c(F)cc(F)cc1Br	-1	2	-1	0.1	15	-1	4	-0.5	6	-7
COc1ccc(Cl)cc1C(=O)NNC(=S)NC(=O)c1cc(-c2ccc(Cl)cc2)nc2ccccc12	3	-11	-3	0.9	8	9	5	-0.3	6	0
C=Cc1ccc(Cn2c(C)c(C(=O)NCc3cccc(C)c3)sc2=O)cc1	-3	8	2	0.0	1	1	7	0.3	-3	-1
Cc1ccc(Cn2ccsc2=NC(=O)COC(=O)c2ccc(NC(=O)CC#N)cc2)cc1	-9	16*	2	-1.4	12	2	13	0.3	-61	0
O=C1C2C3C=CC(C3)C2S(=O)(=O)C2C3C=CC(C3)C12 (stereo not drawn)	12	4	1	0.1	3	5	2	0.4	-2	1
Cc1ccccc1CSc1[nH]c(=O)ncc1C	-9	-3	-4	-0.3	2	-7	10	0.0	-8	-2
Cc1ccc(C)c(N2CCN(C(=O)Cn3ncn4cccc4c3=O)CC2)c1	-10	2	1	1.5	1	4	0	-0.3	3	-2
O=C(NCCOc1ccc(F)cc1)C1CCC(=O)N(CCCN2CCCC2=O)C1 (stereo not drawn)	3	1	3	-1.1	-3	3	0	-0.5	2	2
CCn1nc(C)c(/C=N\NC(=O)c2ccc3c(c2)OCO3)c1C	-2	10	-1	2.2	2	-6	-2	-0.2	9	-1
